# High-throughput results as filed in PubChem.
# mIAP block: blocks mouse intestinal alkaline phosphatase; 330,000 tested, 0.2% active; purified mouse IAP, CDP-Star luminescence, 30 min; AID 2806; inhibition, % at 10 µM;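 active means inhibition of at least 40% at 10 µM in the primary screen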;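 further: plate controls were DMSO with enzyme for no effect and no enzyme wells for full effect; values of inactives mirror those of a sister screen read the other way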
# hIAP inh: human IAP inhibition. purified IAP, CDP-Star luminescence, 30 min. 330,000 tested, 0.12% active. inhibition, % at 10 µM. P09923;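 active means inhibition reaching a set limit with compound at 10 µM in the primary screen, cut at about 35% in these data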;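 further: plate controls were DMSO wells with enzyme for no effect and no-enzyme buffer wells for full effect; values of inactives mirror those of a sister screen read the other way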
# SENP1 FRET inh: inhibitors of human SENP1 SUMO protease catalytic domain | AID 624204 | Q9P0U3 | inhibition, % at 10 µM | recombinant SENP1 catalytic domain, CyPet-SUMO1-YPet FRET cleavage | 360,000 tested, 0.21% active;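 active means inhibition at least 30% at 10 µM, raw YFP signal under a set limit, fluorescence ratio 0.5 to 1.5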;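 further: 0% = enzyme with DMSO and 100% = no enzyme wells; some results filed as inactive read as strong as hits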
# Target sequence (Q9P0U3 419-644 limits assumed): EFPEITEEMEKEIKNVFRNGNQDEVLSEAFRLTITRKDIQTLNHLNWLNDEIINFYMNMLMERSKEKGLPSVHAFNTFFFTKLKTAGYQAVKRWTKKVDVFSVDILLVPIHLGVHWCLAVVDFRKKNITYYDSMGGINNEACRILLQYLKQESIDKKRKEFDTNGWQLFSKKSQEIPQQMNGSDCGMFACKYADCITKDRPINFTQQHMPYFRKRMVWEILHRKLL
#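 Test system: recombinant human SENP1 catalytic domain, His6-tagged / Medium: pH 8 Tris buffer with EDTA, NaCl, BME, BSA, NP40, catalase / Also added: SUMO1 FRET substrate flanked by Cypet and Ypet, 25 nM / Times: 50 min reaction at room temperature / Signal: FRET, CFP and YFP emission / Control set: no-enzyme low control and enzyme-plus-DMSO high control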
# mIAP act: mouse IAP activation. muIAP, CDP-Star luminescence, 30 min; active compounds read high; 1 = vehicle-only enzyme signal, 0 = enzyme-free wells. 330,000 tested, 0.24% active. AID 2805. activation factor at 10 µM;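 active means activation factor of at least 2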; further: the source names both 10 and 20 µM as test concentration; values of inactives mirror those of a sister screen read the other way
#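 Assay system: mouse IAP enzyme; Reagent: CDP-Star chemiluminescent phosphatase substrate; Compound: DMSO-dissolved test compounds; Incubation: 30 min, room temperature; Technique: luminescence from enzymatic CDP-Star hydrolysis; Controls: DMSO-only wells and no-enzyme negative control.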
# A3A deaminase: inhibitors of human APOBEC3A DNA deaminase; P31941; recombinant A3A, FAM/TAMRA ssDNA deamination fluorescence; inhibition, % at 20 µM; 330,000 tested, 0.41% active; AID 493011;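 active means at least 40% inhibition at 20 µM here, with at most 30% in a related deaminase screen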;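 further: plate controls were A3A with DMSO for no effect and wells lacking A3A enzyme for full effect; some results filed as inactive read as strong as hits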
# Target sequence (P31941 whole entry, looked up): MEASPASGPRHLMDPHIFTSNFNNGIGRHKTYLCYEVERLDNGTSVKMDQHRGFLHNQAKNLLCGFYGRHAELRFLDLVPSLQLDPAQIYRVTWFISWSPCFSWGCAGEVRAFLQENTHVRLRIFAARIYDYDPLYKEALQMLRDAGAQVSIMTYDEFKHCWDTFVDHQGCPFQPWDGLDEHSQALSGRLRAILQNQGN
# NALP3 yeast inh: inhibitors of NALP3 inflammasome in yeast; Yeast reconstituted NLRP3/ASC/caspase-1, beta-gal luminescence, 24 h; inhibition, % at 10 µM; 330,000 tested, 0.39% active; AID 2825;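 active means inhibition of 50% or more; inactive means inhibition below 50%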;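 further: plate controls were induced DMSO wells for no effect and uninduced yeast grown without galactose for full effect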
# MIN6 prolif: inducers of beta-cell replication in MIN6 cells; 330,000 tested, 0.29% active; MIN6 cells proliferation, ATPlite luminescence, 48 h; cells starved in 0.2% serum; 100% = growth in 10% serum; proliferation, % at 10 µM;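 active means compounds whose signal lies at least 3.5 SD above the mean of all wells on their plate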;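 further: 0% = DMSO-treated cells in low-serum medium and 100% = 10% serum control; some compounds called inactive have numbers as strong as hits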
# APOBEC3G inh: blocks human APOBEC3G single-stranded DNA deamination; inhibition, % at 20 µM; 330,000 tested, 0.28% active; recombinant A3G, ssDNA deamination FAM/TAMRA fluorescence; Q9HC16;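 active means inhibition of at least 40% at 20 µM, with no more than 30% in the related APOBEC3A deaminase screen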;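 further: plate controls were DMSO wells with A3G for no effect and wells lacking A3G enzyme for full effect; some compounds called inactive have numbers as strong as hits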
# Target sequence (Q9HC16 whole entry, looked up): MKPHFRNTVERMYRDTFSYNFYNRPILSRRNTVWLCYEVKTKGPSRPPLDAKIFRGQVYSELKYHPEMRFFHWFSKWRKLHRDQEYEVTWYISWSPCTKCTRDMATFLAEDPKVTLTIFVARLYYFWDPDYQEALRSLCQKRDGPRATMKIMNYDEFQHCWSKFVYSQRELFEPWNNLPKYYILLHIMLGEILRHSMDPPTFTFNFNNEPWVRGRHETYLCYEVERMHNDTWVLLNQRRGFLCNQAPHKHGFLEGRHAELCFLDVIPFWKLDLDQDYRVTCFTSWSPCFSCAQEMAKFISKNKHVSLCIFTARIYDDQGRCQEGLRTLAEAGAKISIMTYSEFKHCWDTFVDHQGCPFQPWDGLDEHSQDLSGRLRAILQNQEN
# hIAP activ: increases human intestinal alkaline phosphatase activity | AID 2524 | 330,000 tested, 0.16% active | purified human IAP, CDP-Star luminescence, 30 min; active compounds read high; 1 = vehicle-only enzyme, 0 = enzyme-free background | P09923 | activation factor at 10 µM;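 active means activation factor of the enzyme at least 2-fold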; further: the source names both 10 and 20 µM as test concentration; values of inactives mirror those of a sister screen read the other way
# * marks the source's active call; other numbers are inactive results.
SMILES,mIAP block,hIAP inh,SENP1 FRET inh,mIAP act,A3A deaminase,NALP3 yeast inh,MIN6 prolif,APOBEC3G inh,hIAP activ
Cc1cc(NC(=O)CSc2nnc(-c3ccccc3)c(-c3ccccc3)n2)no1,-1.3,20.8,2.3,1.01,3.1,0.6,-4.1,-7.1,0.792
O=c1[nH]cnc2sc3c(c12)CCCC3,4.3,-2.0,-0.9,0.957,-0.7,11.7,-2.1,-5.7,1.02
Cc1csc(SCC(=O)NC(C)C2CC3CCC2C3)n1 (stereo not given),-8.6,-2.6,2.5,1.09,1.1,16.2,-3.3,1.5,1.03
CN(CCc1cnn(C)c1)Cc1cn(C)nc1-c1ccc2c(c1)OCCO2,-1.4,-19.4,2.4,1.01,-4.4,8.0,-0.3,-4.7,1.19
CCCn1nc(C(=O)OCC(=O)c2c(N)n(C)c(=O)n(C)c2=O)c2ccccc2c1=O,-14.6,-16.8,-2.4,1.15,1.7,9.1,1.5,-0.1,1.17
Cc1csc(SC(C)c2nc3scc(-c4ccccc4)c3c(=O)[nH]2)n1 (stereo not given),-0.7,-0.3,-2.9,1.01,-4.1,-4.5,-4.7,-2.3,1
COc1cccc(CC(=O)Nc2nc(-c3ccc(OC)c(OC)c3)cs2)c1,-18.8,-6.3,-0.3,1.19,-1.0,18.4,-0.5,-6.2,1.06
CCN1CCN(C(=O)c2ccc(CN(c3ccc(C)c(C)c3)S(C)(=O)=O)cc2)CC1,6.5,-3.5,-1.8,0.935,-0.8,1.1,0.0,-5.8,1.03
Cc1sc2ncnc(SCC(=O)c3ccc(O)cc3O)c2c1C,14.0,1.7,6.8,0.86,-0.3,-1.7,0.8,-8.4,0.983
C[C@H]1CC[C@@]2(O[C@H](CCO)C[C@@H](O)[C@@H]2O)O1,-1.0,-4.3,0.9,1.01,0.9,5.2,-3.2,-2.3,1.04
Cc1ccc(Cn2c(=N)c(C(=O)NCc3ccco3)cc3c(=O)n4ccccc4nc32)cc1,32.7,2.1,-20.0,0.673,4.2,15.3,0.8,7.5,0.979
Clc1ccccc1-c1nn2c(-c3ccncc3)nnc2s1,14.7,12.1,-1.8,0.853,1.0,8.1,3.8,48.9*,0.879
O=C(NCCc1ccccc1)c1cc([N+](=O)[O-])ccc1N1CCOCC1,3.7,6.5,1.1,0.963,-1.8,16.9,-1.7,-3.0,0.935
COC(C/C=C/[C@@H](O)COCc1ccccc1)OC,-16.6,-6.3,1.8,1.17,1.4,-2.1,3.6,-1.8,1.06
COc1ccc(S(=O)(=O)NC(C)C(=O)NCc2cccnc2)cc1OC (stereo not given),-1.5,5.1,-0.5,1.01,4.1,-1.6,-2.6,0.8,0.949
C[C@@H](C(=O)OCC(=O)Nc1cc(S(=O)(=O)N2CCOCC2)ccc1Cl)N1C(=O)C2CCCCC2C1=O (stereo not given in full),5.6,0.2,0.2,0.944,1.3,1.3,3.7,1.5,0.998
CCN(CC)CCNC(=O)c1ccc(Sc2ccc(C)cc2)c(NC(C)=O)c1,9.9,8.3,1.0,0.901,0.9,-5.2,2.0,-4.4,0.917
OCc1ccc(O)c2ncccc12,7.4,-35.2,0.8,0.926,4.3,-16.6,-6.6,-0.9,1.35
COc1ccccc1C(=O)NCCC(=O)NNC(=O)C1COc2ccccc2O1 (stereo not given),6.0,-31.1,0.2,0.94,-0.8,5.3,-3.4,-9.1,1.31
O=C(NNC(=S)NC(=O)c1sc2ccccc2c1Cl)c1ccc(Cl)cc1,21.6,7.0,-2.8,0.784,-1.8,24.1,0.0,-7.1,0.93
C=CCN1CN(CCc2ccccc2)CNC1=S,0.9,-8.3,4.4,0.991,-3.9,5.1,-0.7,-3.3,1.08
CC(NC(=O)c1ccco1)c1nc(-c2ccc(C(C)(C)C)cc2)no1 (stereo not given),-0.8,8.5,-1.5,1.01,-2.2,-10.6,0.4,-7.6,0.915
COCCCNC(=O)CC(NS(=O)(=O)c1ccc(F)cc1)c1ccc(OC)cc1 (stereo not given),-8.7,-4.7,1.8,1.09,2.2,19.7,-1.4,-2.2,1.05
O=C(Nc1ccc(OC(F)(F)F)cc1)C1CCCN(S(=O)(=O)c2cnc[nH]2)C1 (stereo not given),1.5,10.9,0.6,0.985,-1.8,14.6,1.2,-2.0,0.891
CCC(C)NC(=O)Nc1ccc(Br)cc1Cl (stereo not given),-5.0,-1.2,2.7,1.05,-1.9,18.0,-0.7,-4.8,1.01
NS(=O)(=O)c1ccc(CCNC(=O)Cc2ccc(S(=O)(=O)N3CCCC3)s2)cc1,0.3,-4.0,-3.7,0.997,18.3,-21.3,-2.8,1.3,1.04
CCN(CC)S(=O)(=O)c1ccc(/C=C/C(=O)Nc2ccccc2N2CCOCC2)cc1,6.3,21.6,1.8,0.937,0.0,8.4,1.8,-6.1,0.784
COCC1CCCN(Cc2nc(Cc3ccccc3)no2)C1 (stereo not given),-4.0,-12.8,0.4,1.04,-2.3,4.4,-0.2,-5.3,1.13
O=C(NCCO)C1CCN(C(=O)c2ccc(-c3ccccc3)cc2)CC1,-5.6,5.1,0.3,1.06,-1.5,6.9,-0.9,-3.9,0.949
Cc1c(OCc2ccccc2)c(=O)ccn1Cc1ccc(Cl)cc1,11.0,8.5,0.9,0.89,-9.9,6.3,-1.2,-4.0,0.915

# Gathered by group: the entries above with an NH in an aromatic ring (3)
SMILES,mIAP block,hIAP inh,SENP1 FRET inh,mIAP act,A3A deaminase,NALP3 yeast inh,MIN6 prolif,APOBEC3G inh,hIAP activ
O=c1[nH]cnc2sc3c(c12)CCCC3,4.3,-2.0,-0.9,0.957,-0.7,11.7,-2.1,-5.7,1.02
Cc1csc(SC(C)c2nc3scc(-c4ccccc4)c3c(=O)[nH]2)n1 (stereo not given),-0.7,-0.3,-2.9,1.01,-4.1,-4.5,-4.7,-2.3,1
O=C(Nc1ccc(OC(F)(F)F)cc1)C1CCCN(S(=O)(=O)c2cnc[nH]2)C1 (stereo not given),1.5,10.9,0.6,0.985,-1.8,14.6,1.2,-2.0,0.891

# Following part
SMILES,mIAP block,hIAP inh,SENP1 FRET inh,mIAP act,A3A deaminase,NALP3 yeast inh,MIN6 prolif,APOBEC3G inh,hIAP activ
N#Cc1c(-c2ccc(Cl)cc2)cc(-c2cccs2)nc1SCC(=O)O,10.9,3.6,-27.3,0.891,-3.6,20.2,-5.2,1.3,0.964
Cc1ccccc1NC(=O)NCC1CCCO1 (stereo not given),1.4,-0.2,0.7,0.986,0.2,11.9,-1.7,-5.5,1
C/C(Cl)=C/CSc1nn2c(=O)c3ccccc3nc2s1,-4.4,-4.1,-0.4,1.04,1.8,31.0,0.4,16.3,1.04
COC(=O)COc1ccc(S(=O)(=O)Nc2ccc3c(c2)OCO3)cc1Cl,4.8,2.6,-0.8,0.952,4.5,8.5,-5.6,-1.8,0.974
O=C(OCCn1cncn1)c1cc2ccccc2oc1=O,2.5,-17.8,-3.3,0.975,-8.1,1.7,0.0,-2.1,1.18
O=C(CSc1nc(=O)n(CCCN2CCOCC2)c2c1CCCC2)Nc1ccc(F)cc1,-1.2,3.0,2.0,1.01,-0.2,3.7,2.3,-9.4,0.97
NC(=O)CC(NC(=O)c1ccccc1)c1ccc(NCCOc2ccccc2)c([N+](=O)[O-])c1 (stereo not given),15.5,12.2,4.4,0.845,-1.7,16.6,-1.7,-12.6,0.878
CCC1(COC(=O)Nc2cccc(Cl)c2)COC1,-22.6,-7.5,0.2,1.23,-2.7,14.0,-3.8,-3.2,1.07
Cc1cc(C(=O)Nn2cnnc2)ccc1[N+](=O)[O-],-5.7,-0.3,1.6,1.06,0.6,1.7,-2.3,-0.4,1
CC[C@@H](C)[C@@H]1CN([C@@H](C)CN2CCC[C@H]2CN2C(N)=NC[C@H]2C(C)C)C(=N)N1CCc1ccc(Cl)c(Cl)c1,-19.5,-9.8,1.2,1.2,-0.4,2.6,0.1,3.0,1.1
O=C(CCc1c[nH]c2ccccc12)OCc1cccc(C(F)(F)F)c1,-2.2,-8.9,0.9,1.02,-2.2,9.5,-0.6,-8.2,1.09
COC(=O)CSc1nnc(CNC(=O)c2cc(OC)c(OC)c(OC)c2)n1C,-3.1,5.9,1.0,1.03,-0.1,2.5,-1.1,-2.0,0.941
Cc1ccc(NC(=O)COC(=O)c2ccn(C)n2)cc1,-0.4,-0.9,0.5,1,4.8,12.5,1.6,3.3,1.01
COc1ccc(S(=O)(=O)N2CCN(c3ncccn3)CC2)cc1OC,15.4,-29.5,1.4,0.846,-7.5,10.9,-4.0,5.7,1.29
N#Cc1ccc(NC(=S)Nc2ccccc2)cc1,1.2,1.9,0.9,0.988,44.0*,9.5,0.9,-0.1,0.981
Cc1ccccc1CS(=O)(=O)CCC(=O)NCc1ccccn1,2.7,-3.9,-2.6,0.973,-3.4,8.1,-2.8,30.6,1.04
COc1ccc(-c2cn(-c3ccc(SC(F)F)cc3)c3[n+]2CCC3)cc1OC,-4.1,-4.7,1.1,1.04,-3.3,13.5,-1.4,19.5,1.05
COc1ccccc1-c1cc(C(F)(F)F)n2ncc(S(=O)(=O)c3ccccc3)c2n1,2.4,-1.8,-19.8,0.976,0.7,9.9,-2.0,-1.5,1.02
CCCCCc1ccc(S(=O)(=O)NCCc2ccncc2)cc1,-11.2,-15.6,0.2,1.11,-6.0,39.2,-6.3,-7.3,1.16
O=C(Nc1ccnn1C1CCN(C(=O)c2cccc(C(F)(F)F)c2)CC1)C1CC1,-2.8,2.2,1.3,1.03,-0.5,12.0,-0.7,-9.0,0.978
Cc1ccccc1NC(=O)CSc1nc(O)cc(=O)n1C,5.6,14.4,1.8,0.944,-4.8,6.2,-1.2,-6.7,0.856
O=C(C1CCCO1)N1CCN(C(=S)Nc2cccc(F)c2)CC1 (stereo not given),0.3,-13.1,2.9,0.997,-2.2,3.1,0.3,-2.8,1.13
CCCCn1c(SCC(=O)NCc2ccccc2)nc2ccc(N3CCOCC3)cc2c1=O,8.5,-12.2,-45.2,0.915,8.3,20.6,-1.4,6.6,1.12
O=C(NC1CCCC1)[C@@H]1CSC2c3ccccc3C(=O)N21 (stereo not given in full),6.2,5.5,3.3,0.938,-3.2,9.9,-0.8,-4.4,0.945
CC(NC(=O)c1cc(Br)ccc1Cl)c1ccccc1 (stereo not given),-11.6,-13.7,1.7,1.12,-3.5,-56.4,1.3,-2.2,1.14
O=c1ccnc(NCCc2ccccc2)[nH]1,-10.9,-14.1,0.5,1.11,-1.9,5.9,1.3,-3.4,1.14
CSCCC(/C(O)=C(\C#N)c1nc2ccccc2[nH]1)N1C(=O)c2ccccc2C1=O (stereo not given),6.3,2.9,-24.2,0.937,0.2,12.2,-1.7,-2.2,0.971

# This is a subset; count on the stated rates, not on these rows.
